Bioassay records as filed in PubChem BioAssay.
Lipid droplet: hepatic lipid droplet formation modulation; AML12 mouse hepatocytes, oleate lipid droplets, BODIPY imaging; inhibition, % at 6.5 µM; 240,000 tested, 0.4% active;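 active = lipid droplet intensity inhibited by at least 50%, with more than 500 cells counted; inconclusive = wells with under 300 cells, treated as cytotoxic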
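Test system: AML12 mouse liver cells; schedule: overnight exposure; technique: high-content imaging of BODIPY-stained droplets and DAPI nuclei; read-out: % inhibition of corrected integrated BODIPY droplet signal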
HIV fusion peptide: inhibitors of HIV fusion peptide binding, primary screen, biochemical, uHTS, fluorescence dequenching (AID 1986); cell-free peptide binding, fluorescence dequenching, 30 min; higher % means a stronger effect; inhibition, % at 20 µM, or IC50 in µM where a hit was titrated; 290,000 tested, 0.3% active; in the data active = inhibition mostly above about 52%, no sharp cut-off; inactive = mostly below about 76%; note: some results filed as inactive read as strong as hits
NS5 inhibitors: Dengue-2 NS5 methyltransferase inhibitors, primary screen, biochemical, confirmation dose response (AID 588689) | Dengue-2 NS5 methyltransferase capping enzyme assay, biochemical; higher % means a stronger effect | one-dose inhibition, % at 25 µM; IC50 in µM for titrated hits | 340,000 tested, 0.3% active; in the data active = a potency from the dose series; inconclusive = inhibition above about 29% without an active follow-up result
Myeloid diff 2: myeloid differentiation induction; ER-HoxA9 myeloid progenitors, lysozyme-GFP differentiation, flow cytometry; calls only at 10 µM; 360,000 tested, 1% active; AID 624256;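 active = normalized GFP-positive differentiation at or above the plate's own cutoff, the solvent-only control mean plus 3 SD; inconclusive = no clear call, values can overlap the other calls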;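 note: cells exposed to compound for four days before flow analysis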
Siah-1 displacement: blockers of Siah-1 interaction with plectin peptide – biochemical, fluorescence polarization, rhodamine-plectin, uHTS, primary screen (AID 1817). 290,000 tested, 0.02% active. Siah-1 / rhodamine-plectin peptide fluorescence polarization; higher % means a stronger effect. one-dose displacement, % at 20 µM; IC50 in µM for titrated hits;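 active = displacement of at least 50% at 20 µM, with a fluorescence ratio check between 0.3 and a set limit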;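 note: plate controls were Siah plus tracer with DMSO for no effect and tracer alone without Siah for full effect; strong numbers were not always called active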
LYP phosphatase: inhibitors of LYP phosphatase, biochemical, fluorescence intensity, uHTS (AID 1779); recombinant LYP phosphatase, fluorescence intensity; higher % means a stronger effect; inhibition, % at 11.5 µM; hits with a dose series show IC50 in µM; 290,000 tested, 0.054% active;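 note: plate controls were vehicle with enzyme for no effect and no enzyme for full effect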
XIAP antagonists: small molecules displacing peptide from XIAP – biochemical, IAP family, fluorescence polarization (AID 1018) | XIAP BIR domain, fluorescence polarization peptide displacement; higher % means a stronger effect | displacement, % at 20 µM, or IC50 in µM where a hit was titrated | 200,000 tested, 0.007% active; in the data active = displacement above about 50%; note: a part of the inactive calls stands beside numbers as strong as those of hits
HEK293 NOD2/NF-kB: inhibition of NOD2-driven NF-kB reporter – cell-based, luminescence, uHTS, HEK293 (AID 1566) | HEK293 NOD2/NF-kB luciferase reporter, luminescence; higher % means a stronger effect | 290,000 tested, 0.63% active | inhibition, % at 4 µM; hits with a dose series show EC50 in µM; note: many of its hits are not listed in these tables
AID2073: disruptors of CaV2.2 binding to Mint1 – biochemical, HTRF (AID 2073). HTRF protein-protein interaction, Mint1-CaV2.2; higher % means a stronger effect. inhibition, % at 20 µM; hits with a dose series show IC50 in µM. 290,000 tested, 0.19% active; in the data active = inhibition mostly above about 51%, no sharp cut-off; inconclusive = no clear call, values can overlap the other calls; inactive = mostly below about 53%; note: some results filed as inactive read as strong as hits
Lipid droplet cells 6.5 µM: second read-out of Lipid droplet, no call of its own (marks repeat the call); cell count; measured here: cell count, cytotoxicity flag;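 cells counted across two imaged fields per well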
Myeloid diff 2 GFP+ MAC1+ %: second read-out of Myeloid diff 2, no call of its own (marks repeat the call); GFP+ MAC1+ double positive, %; measured here: differentiation confirmed by MAC1 staining
An asterisk follows results filed as active; i = inactive; ? = inconclusive; . = no result given. Cut-off read from the data, not from the text of the source, unless noted: active = inhibition above about 50%; inactive = the rest.

SMILES	Lipid droplet	Lipid droplet cells 6.5 µM	HIV fusion peptide	NS5 inhibitors	Myeloid diff 2	Myeloid diff 2 GFP+ MAC1+ %	Siah-1 displacement	LYP phosphatase	XIAP antagonists	HEK293 NOD2/NF-kB	AID2073
CCOC(=O)C1=C(C)NC(=O)NC1c1ccc([N+](=O)[O-])o1 (configuration not stated)	-76	753	-1.5%	-18%	i	0.3	-2%	-8%	.	15%	2%
O=C(NCC1CCCCC1)c1cccc([N+](=O)[O-])c1	2	886	1.9%	.	i	0.5	2%	-6%	.	6%	-9%
O=C(/C=C/c1ccccc1)Nn1c(-c2cccs2)nc2ccccc2c1=O	4	637	4.3%	-2%	i	1.1	-2%	11%	0.9%	13%	-10%
O=C(N/N=C/c1ccc(OCc2ccccc2)cc1)c1cc[n+](Cc2ccccc2)cc1	3	717	-0.7%	-3%	i	1.3	-9%	6%	-1.0%	-38%	13%
O=S(=O)(c1ccc(S(=O)(=O)N2CCN(C3CCCCC3)CC2)cc1)N1CCCCCC1	.	.	-1.2%	-2%	i	0.8	-4%	-5%	-11%	-9%	49%
Cc1ccc(Cl)cc1NC(=O)CCC(=O)Nc1cc(Cl)ccc1C	-1	768	-2.0%	-9%	i	1.1	1%	-6%	-10%	-30%	15%
Cc1ccc(S(=O)(=O)N2CCN(S(=O)(=O)N3CCCCC3)CC2)c(C)c1	-9	785	-1.7%	1%	i	2.6	-7%	-1%	-7.5%	17%	20%
CCC(=O)Nc1ccnc(-c2cccnc2)n1	.	.	-1.0%	-10%	i	1.0	3%	-8%	-3.0%	6%	30%
CC1S/C(=N/N=C2CCCCC2)NC1=O (configuration not stated)	4	660	-3.2%	-1%	i	0.2	-1%	-8%	-0.6%	6%	2%
O=C(NCc1ccc2c(c1)OCO2)Nc1ccc([N+](=O)[O-])cc1	0	855	-1.8%	2%	i	4.8	4%	-7%	.	3%	-1%
N#CC1=C(N)Oc2n[nH]c(-c3ccc(F)cc3)c2C1c1ccncc1 (configuration not stated)	12	756	0.9%	-4%	i	0.2	1%	-4%	3.6%	6%	-1%
O=C(Nc1ccc2nc(-c3ccc4nc[nH]c4c3)[nH]c2c1)c1cccs1	13	645	-2.3%	2%	i	0.8	-11%	-35%	-101%	11%	13%
CS(=O)(=O)c1cnc2c(-c3ccsc3)cnn2c1N	29	731	0.2%	-5%	i	0.8	6%	0%	-18%	-83%	1%
O=C(CSC1=NS(=O)(=O)c2ccccc21)Nc1ccccc1	.	.	-1.3%	26%	i	2.2	-7%	-9%	-7.8%	15%	-22%
COc1ccc(N2CCN(CCCNC(=O)Nc3ccccc3)CC2)cc1	14	858	-2.3%	-14%	i	0.4	-3%	-8%	-4.8%	-5%	-6%
Cc1[nH]c2ccccc2c1Cc1nnc(SCC(N)=O)o1	-3	541	-0.6%	-11%	i	1.8	-3%	5%	-18%	6%	1%
CCOC(=O)Nc1ccc(C(N)=O)cc1	.	.	2.3%	1%	i	2.4	4%	-2%	-2.3%	17%	0%
COc1ccccc1NC(=O)N1CCN(C(=O)c2ccco2)CC1	.	.	2.9%	-3%	i	0.9	9%	-12%	.	11%	5%
O=C(CN1CCN(C(=O)c2ccco2)CC1)Nc1cc(Cl)ccc1Cl	.	.	-0.3%	-2%	i	1.1	1%	5%	-3.8%	-26%	0%
O=c1[nH]c([N+](=O)[O-])nn1C(c1ccccc1)c1ccccc1	-16	822	-0.8%	-5%	i	0.3	0%	-9%	.	20%	18%
Cc1ccccc1N1CCN(C2CCCN(C(=O)c3cc[n+]([O-])cc3)C2)CC1 (configuration not stated)	1	722	-0.7%	-8%	i	0.7	16%	-11%	.	7%	14%
OC(CNCCc1ccc(Cl)cc1)COc1cc(Cl)ccc1Cl (configuration not stated)	.	.	0.3%	-4%	i	0.8	1%	-6%	.	-3%	-5%
COC(=O)c1c(NC(=S)Nc2ccc(F)cc2[N+](=O)[O-])sc2c1CCCCC2	-2	662	8.8%	-1%	i	1.1	-3%	2%	-7.8%	30%	8%
Fc1ccc(N2CCN(/C=C/c3nnnn3-c3ccccc3)CC2)cc1	4	680	-2.3%	-7%	i	0.3	-1%	0%	-2.7%	8%	-3%
Cc1cc(Cl)ccc1OCC(=O)N[C@@H](Cc1ccccc1)c1nc2ccccc2[nH]1	-2	646	-1.1%	-2%	i	0.4	17%	-2%	-12%	-6%	-4%
CCCCCCCN1N=C(C)C(C(=O)c2ccccc2)C1=O (configuration not stated)	-2	759	3.6%	-2%	i	0.7	-5%	-1%	-3.5%	31%	3%
COc1cc(NC(=O)c2ccc(COc3ccccc3Br)o2)cc(OC)c1OC	2	710	-1.8%	-5%	i	1.6	-4%	4%	0.7%	16%	1%
CC1CCC(NC(=O)CCNC(=O)c2ccccc2)CC1 (configuration not stated)	5	688	0.2%	-2%	i	1.6	10%	-1%	-2.5%	4%	-6%
CCN(Cc1ccccc1)S(=O)(=O)c1c(C(=O)N2CCCC2)c(C)n(C)c1C	-7	789	-0.7%	-9%	i	1.1	2%	-13%	.	-9%	?
CS(=O)(=O)N(CC(=O)Nc1ccccc1)Cc1ccc(Cl)cc1	4	758	-1.8%	9%	i	6.5	0%	-10%	-2.9%	9%	1%
O=C(NCCCN1CCOCC1)c1sc2cc(Cl)ccc2c1Cl	-12	698	-0.5%	-12%	i	0.4	0%	0%	-2.4%	-7%	-10%
COC(=O)Cc1ccc(NC(=S)NCc2cccc(OC)c2)cc1	-1	696	0.7%	.	i	0.0	4%	-1%	-1.1%	6%	-9%
Cc1nc2ccccc2c(=O)n1Cc1ccco1	2	706	-1.4%	.	i	0.1	2%	-6%	.	10%	-2%
NCc1oc(-c2ccccc2)cc1C(=O)O	-9	724	16%	-5%	i	0.0	-4%	-9%	-5.4%	4%	49%
COc1ccc2c(c1)C1CC(C)(NC(=O)C1C(=O)c1ccccc1)O2 (configuration not stated)	-12	751	-1.2%	-4%	i	1.4	0%	2%	-0.5%	5%	-2%
O=[N+]([O-])c1[nH]cnc1/C=C/c1ccccc1	13	733	0.2%	8%	i	0.5	-1%	-5%	.	-36%	-6%
CC1(C)CC(=O)C2=C(C1)N(c1ccc(F)cc1)C(N)=C(C#N)C2c1cccs1 (configuration not stated)	.	.	27%	-4%	i	0.6	3%	-2%	-7.4%	2%	-11%
CCCCCC1CC(=O)N(Cc2ccc(Cl)cc2)C(=O)N1 (configuration not stated)	.	.	-1.9%	1%	i	1.0	1%	-7%	-5.1%	13%	-2%
Cc1ccc(-c2cc(C(=O)N/N=C/C=C/c3ccccc3)n[nH]2)s1	7	537	3.2%	3%	i	0.3	9%	10%	-4.1%	-4%	18%
COCCNC(=O)C(C)OC(=O)c1cc2sccc2n1C (configuration not stated)	8	727	-0.6%	-11%	i	1.1	6%	-6%	-2.5%	-1%	0%
CC(C)CCN1CCNC(=O)C1CC(=O)Nc1ccc(F)cc1 (configuration not stated)	.	.	14%	-7%	i	1.5	-4%	-8%	-3.7%	3%	-2%
COc1ccc(C(O)(CCN2CCOCC2)c2ccccc2)cc1 (configuration not stated)	-1	871	-2.3%	-5%	i	0.4	-5%	-7%	.	11%	10%
COc1cc(C(=O)Nc2ccc3c(c2)ncn3C)cc(OC)c1OC	-6	702	-0.1%	0%	i	0.0	2%	0%	.	-27%	2%
CC1=NC2(CCCc3c2no[n+]3[O-])N(O)C1(C)C (configuration not stated)	.	.	-0.1%	-1%	i	0.3	-4%	-4%	-7.3%	12%	4%
CCCCN1C(=O)C2(OCCCO2)c2cccc(C)c21	5	774	0.8%	-9%	i	1.1	5%	-9%	.	0%	5%

An excerpt from the list above, as a working copy:
SMILES	Lipid droplet	Lipid droplet cells 6.5 µM	HIV fusion peptide	NS5 inhibitors	Myeloid diff 2	Myeloid diff 2 GFP+ MAC1+ %	Siah-1 displacement	LYP phosphatase	XIAP antagonists	HEK293 NOD2/NF-kB	AID2073
CS(=O)(=O)N(CC(=O)Nc1ccccc1)Cc1ccc(Cl)cc1	4	758	-1.8%	9%	i	6.5	0%	-10%	-2.9%	9%	1%
O=C(NCCCN1CCOCC1)c1sc2cc(Cl)ccc2c1Cl	-12	698	-0.5%	-12%	i	0.4	0%	0%	-2.4%	-7%	-10%
COC(=O)Cc1ccc(NC(=S)NCc2cccc(OC)c2)cc1	-1	696	0.7%	.	i	0.0	4%	-1%	-1.1%	6%	-9%
Cc1nc2ccccc2c(=O)n1Cc1ccco1	2	706	-1.4%	.	i	0.1	2%	-6%	.	10%	-2%
NCc1oc(-c2ccccc2)cc1C(=O)O	-9	724	16%	-5%	i	0.0	-4%	-9%	-5.4%	4%	49%
COc1ccc2c(c1)C1CC(C)(NC(=O)C1C(=O)c1ccccc1)O2 (configuration not stated)	-12	751	-1.2%	-4%	i	1.4	0%	2%	-0.5%	5%	-2%
O=[N+]([O-])c1[nH]cnc1/C=C/c1ccccc1	13	733	0.2%	8%	i	0.5	-1%	-5%	.	-36%	-6%
CC1(C)CC(=O)C2=C(C1)N(c1ccc(F)cc1)C(N)=C(C#N)C2c1cccs1 (configuration not stated)	.	.	27%	-4%	i	0.6	3%	-2%	-7.4%	2%	-11%
CCCCCC1CC(=O)N(Cc2ccc(Cl)cc2)C(=O)N1 (configuration not stated)	.	.	-1.9%	1%	i	1.0	1%	-7%	-5.1%	13%	-2%
Cc1ccc(-c2cc(C(=O)N/N=C/C=C/c3ccccc3)n[nH]2)s1	7	537	3.2%	3%	i	0.3	9%	10%	-4.1%	-4%	18%
COCCNC(=O)C(C)OC(=O)c1cc2sccc2n1C (configuration not stated)	8	727	-0.6%	-11%	i	1.1	6%	-6%	-2.5%	-1%	0%
CC(C)CCN1CCNC(=O)C1CC(=O)Nc1ccc(F)cc1 (configuration not stated)	.	.	14%	-7%	i	1.5	-4%	-8%	-3.7%	3%	-2%
COc1ccc(C(O)(CCN2CCOCC2)c2ccccc2)cc1 (configuration not stated)	-1	871	-2.3%	-5%	i	0.4	-5%	-7%	.	11%	10%

Not all compounds are listed; the hit share may differ from the screen's.
